Assay outcomes as filed in PubChem.
FBW7 activator = human FBW7 E3 ligase activation, primary screen; Q969H0; normalized activity (activation), % at 26.1 µM; 650,000 compounds, 0.13% hits; AID 1259310; AlphaScreen FBW7–phospho-cyclin E peptide binding, activator screen; in the data active = normalized activity above about 1.9%;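 note: purified mutant Fbw7 with reduced substrate affinity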
GPR151 activ = activators of human GPR151; Q8TDV0; 650,000 compounds, 1% hits; AID 1508602; PathHunter beta-arrestin GPR151 cells, luminescence; activation, % at 11.2 µM; in the data active = activation above about 4.9%;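 note: 0% = median of compound wells and 100% = cells with positive control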
Target sequence (Q8TDV0 whole entry, looked up): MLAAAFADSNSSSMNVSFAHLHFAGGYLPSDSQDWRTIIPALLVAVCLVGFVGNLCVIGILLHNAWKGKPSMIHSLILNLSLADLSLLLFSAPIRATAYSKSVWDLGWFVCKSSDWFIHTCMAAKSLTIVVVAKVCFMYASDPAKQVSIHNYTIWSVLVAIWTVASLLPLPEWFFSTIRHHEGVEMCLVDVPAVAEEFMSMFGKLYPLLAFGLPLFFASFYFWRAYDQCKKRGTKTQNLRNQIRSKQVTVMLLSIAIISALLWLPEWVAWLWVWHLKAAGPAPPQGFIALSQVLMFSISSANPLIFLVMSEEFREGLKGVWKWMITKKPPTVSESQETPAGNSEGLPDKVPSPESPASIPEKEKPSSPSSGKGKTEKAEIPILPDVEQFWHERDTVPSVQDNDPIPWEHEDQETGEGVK
MITF primary = inhibitors of human MITF; O75030; AlphaScreen MITF homodimerization, bead proximity signal; inhibition, % at 2.6 µM; 650,000 compounds, 0.91% hits; in the data active = inhibition above about 50%;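 note: 0% = vehicle wells with protein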
Target sequence (O75030 whole entry, looked up): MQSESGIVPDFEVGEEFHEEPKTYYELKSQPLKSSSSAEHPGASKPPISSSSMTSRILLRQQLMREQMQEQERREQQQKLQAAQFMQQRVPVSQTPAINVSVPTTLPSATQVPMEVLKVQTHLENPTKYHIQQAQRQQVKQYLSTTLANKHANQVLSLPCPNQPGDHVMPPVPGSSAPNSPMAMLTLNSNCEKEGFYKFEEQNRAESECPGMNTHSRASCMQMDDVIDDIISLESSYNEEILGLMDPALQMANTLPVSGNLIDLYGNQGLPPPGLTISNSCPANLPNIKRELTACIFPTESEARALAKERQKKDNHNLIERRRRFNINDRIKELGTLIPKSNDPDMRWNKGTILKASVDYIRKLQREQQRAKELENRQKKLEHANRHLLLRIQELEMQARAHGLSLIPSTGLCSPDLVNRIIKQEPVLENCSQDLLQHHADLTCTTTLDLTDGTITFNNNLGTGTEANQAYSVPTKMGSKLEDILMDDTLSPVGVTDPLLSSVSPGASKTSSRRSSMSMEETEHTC
TEAD-YAP inh = TEAD-YAP interaction inhibition; inhibition, % at 9.12 µM; 640,000 compounds, 1.4% hits; HEK-TIYL cells, TEAD-Gal4/YAP UAS-luciferase luminescence; in the data active = inhibition above about 32%;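 note: 0% = median of test compound wells and 100% = reference inhibitor wells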
Starred values were filed as active, the others as inactive.

Molecule	FBW7 activator	GPR151 activ	MITF primary	TEAD-YAP inh
Cc1c(Cl)cccc1NC(=O)C(C)n1c2ccccc2c2nc(=O)cc(C)n21 (stereo not given)	-0.1	-0.4	-3	9
Cc1cc(-c2cnc(C)nc2C2CCN(Cc3ccccn3)CC2)on1	0.3	0.5	5	3
CCOc1ccc2c(c1)/C(=c1/sc3n(c1=O)CN(c1cccc(C)c1)CN=3)C(=O)N2	-0.1	-0.7	10	3
CCCC(=O)Nc1nn2c(CC(C)C)nnc2s1	-0.2	7.1*	-2	-5
Cc1cccc(Nc2ncnc3sc(C)cc23)c1	0.3	-1.2	24	-29
COc1cccc(/C=C/C(=O)OCc2ccc(C#N)cc2)c1OC	0.8	1.4	19	0
Cc1nn2c3ccccc3nc2n(-c2ccccc2)c1=O	-0.2	0.3	4	-4
N#Cc1ccc(COC(=O)CCc2ccc(S(=O)(=O)N3CCCCC3)cc2)cc1	0.4	-1.9	3	8
c1ccc(-c2ncn(-c3ccc(Nc4nccc(-c5cccc(N6CCOCC6)c5)n4)cc3)n2)nc1	-0.1	-0.3	1	80*
CCCCOC(=O)c1ccc(Nc2ncnc3nc[nH]c23)cc1	0.1	0.3	6	-18
CCCCCCc1cc2c3c(c(=O)oc2cc1OCC(=O)OC)CCCC3	0.0	0.1	5	1
CC(C)=CCN1CCN(Cc2ccc(Sc3nncn3C)o2)CC1CCO (stereo not given)	0.1	-2.3	16	5

(next part)
Molecule	FBW7 activator	GPR151 activ	MITF primary	TEAD-YAP inh
O=C(NC1CCCCC1)c1ccc(N2CCCC2)c([N+](=O)[O-])c1	0.1	1.4	-1	-7
COc1ccc(-c2cc(C(F)F)n3ncc(C(=O)Nc4cccc(OC)c4)c3n2)cc1	-0.1	-0.1	-1	-1
CCN1CCc2c(sc(NC(=O)c3ccc(S(=O)(=O)N4CC(C)OC(C)C4)cc3)c2C(N)=O)C1 (stereo not given)	0.4	-2.0	8	-3
CC(=O)OC12CC3CC(CC(C#N)(C3)C1)C2	-0.1	-0.3	12	-6
CC(C)c1cccc(OCCNC(C)(C)C)c1	0.7	0.7	37	4
C=CCNC(=O)c1c(NC(=O)c2ccccc2F)sc2c1CCCCC2	-0.1	0.2	-7	4
O=[N+]([O-])c1ccc(S(=O)(=O)Nc2ccc(S(=O)(=O)N3CCCCC3)cc2)cc1	-0.2	3.4	2	6
CC(=O)c1ccc(NC(=O)Nc2ccc(Cl)cn2)cc1	1.1	-1.6	17	-52
C=CCNc1nc(Nc2ccc(I)cc2)nc(N2CCCC2)n1	0.2	1.9	8	-1
COc1ccc(-c2c(C)nn3c(NCCCO)cc(C)nc23)cc1	-0.2	1.8	-4	5
O=C(c1ccc(Cl)c(Cl)c1)c1no[n+]([O-])c1C(=O)c1ccc(Cl)c(Cl)c1	-0.1	-2.0	-3	3
O=C(CN1C(=O)/C(=C/c2ccccc2)SC1=S)N1CCOCC1	-0.1	2.6	1	7

Following part:
Molecule	FBW7 activator	GPR151 activ	MITF primary	TEAD-YAP inh
CCOc1cc(C2C(C(=O)OC)=CN(C(C)C)C=C2C(=O)OC)ccc1O	-0.1	-0.2	-5	-10
COc1ccc(S(=O)(=O)CCC(=O)NCc2ccc(C)o2)cc1	0.2	-1.8	7	2
CCOc1cc(C(=O)Oc2ccc3c4c(c(=O)oc3c2)CCC4)cc(OCC)c1OCC	0.0	3.2	16	9
Cc1ccc(-c2nc(C=Nc3cc([N+](=O)[O-])ccc3Cl)c(O)o2)cc1	0.0	-1.8	-11	-1
Cc1ccc(Nc2nnc(SCC(=O)Nc3ccccc3C#N)s2)cc1	0.0	0.0	2	-6
Cc1c(C(=O)C(=O)NCc2ccccc2)c2ccccc2n1C	-0.3	-0.3	-7	-10
COc1ccc(N=C2NC(=O)/C(=C\c3ccc(OC)c(OC)c3)S2)cc1	0.2	1.1	11	3
O=C(Nc1nnc(-c2ccco2)o1)c1ccc(F)cc1	-0.1	1.6	10	-1
O=C(COc1ccc(Br)cc1C(=O)Nc1ccc(Cl)cc1)NC1CCCCC1	0.0	3.1	-2	-4
CC(=O)N1c2ccc(Br)cc2C2=NNC(=S)NC21O (stereo not given)	0.0	0.6	-4	-3
CC1=CC(C)(C)N(C(=O)CSc2nc3ccccc3[nH]2)c2ccc(C)cc21	0.2	-0.9	8	-2
CCCc1nnc(/N=C/c2cc(-c3ccccc3)oc2O)s1	0.1	0.3	6	-6

The list goes on.
Molecule	FBW7 activator	GPR151 activ	MITF primary	TEAD-YAP inh
CCCCN(C)c1ncnc2c1c(-c1ccccc1)cn2-c1ccc(Cl)cc1	0.1	1.1	12	-6
COc1ccc2oc(=Nc3ccc(C)cc3)c(C(N)=O)cc2c1	0.1	-0.4	1	3
COc1ccc(C(C(=O)NC(C)(C)C)N(C(=O)c2csnn2)c2cccc(F)c2)cc1 (stereo not given)	-0.1	2.0	5	-11
COc1ccc(C2=N/C(=C\c3cccc4ccccc34)C(=O)O2)c(Br)c1	0.1	0.0	-2	-11
CC1=C(C)CC2C(=O)N(c3ccccc3C(F)(F)F)C(=O)C2C1 (stereo not given)	-0.2	-1.2	-4	-5
CCOC(=O)c1nn(-c2cccc(Cl)c2)cc1C(=O)c1ccco1	-0.1	-0.7	-10	-16
Cc1ccc(-c2ccc(C3C4=C(CC(C)(C)CC4=O)OC4=C3C(=O)CC(C)(C)C4)o2)cc1Cl	0.2	1.0	-1	0
COC(=O)N[C@H]1C[C@H]2C(=O)N[C@H](CC(C)C)C(=O)N2C1	-0.1	0.0	16	5
O=C(NCc1ccc(Cl)cc1)c1ccc2c(=O)n(CC3CCCO3)c(=S)[nH]c2c1 (stereo not given)	-0.2	4.7	11	-5
CCNC(=S)NCCSc1ccc(Cl)cc1	0.2	1.1	-1	-2
COC(=O)C1=C(C)Nc2nc3ccccc3n2C1c1ccccc1 (stereo not given)	1.2	-0.2	18	10
COc1cccc(NC(=O)CSc2ccc3nc(-c4ccccc4)cn3n2)c1	0.4	-4.6	-4	-57

Remaining list, next part:
Molecule	FBW7 activator	GPR151 activ	MITF primary	TEAD-YAP inh
CCN(CC)CCCNc1ncnc2sc3c(c12)CCCC3	0.1	-1.4	-10	-6
CCC(C)N1CC(O)=C(c2nc(C)cs2)C1=N (stereo not given)	-0.1	1.1	-1	-11
COc1cc2nc(Nc3cc(OC)c(OC)c(OC)c3)nc(NC3CC3)c2cc1OC	0.2	4.5	16	10
CC1CCN(c2csc3ccc(F)cc3c2=O)CC1	-0.1	-0.4	-7	1
O=C1CCCN1CCCNc1nc(Nc2cccnc2)nc2c1ncn2CCN1CCCC1=O	-0.2	0.4	3	-5
CCOC(=O)c1oc2ccc(Br)cc2c1NC(=O)CCN1CCCCC1	0.0	0.5	-13	8
COc1cc(C(=O)N2CC(=O)N(CCc3ccccc3)C(=O)C2)cc(OC)c1OC	-0.1	-1.4	-10	8
CCCNC(=O)N1c2ccccc2Sc2ccccc21	0.1	-1.9	9	4
CC(C)COC(=O)NC(Cc1c[nH]c2ccccc12)C(=O)O (stereo not given)	-0.1	2.2	7	-1
Cc1cc(C)cc(NC(=O)c2cc(-c3ccccc3Cl)nc3ccccc23)c1	0.1	-0.2	6	4
CCN(CC)C(=O)C1CCCN(c2nc3ncnc(NCCOc4ccccc4)c3[nH]2)C1 (stereo not given)	0.0	0.8	3	2
Cc1ccc(C)c(CN2CCc3nnc(C(C)NC(=O)C4CCN(C)CC4)n3CC2)c1 (stereo not given)	1.1	0.4	6	1

Further compounds
Molecule	FBW7 activator	GPR151 activ	MITF primary	TEAD-YAP inh
O=C(CSc1nc2cc(C(=O)N3CCCCC3)ccc2c(=O)n1Cc1ccccc1)c1ccccc1	0.0	-0.1	5	0
Cc1cc([N+](=O)[O-])ccc1NC(=O)/C(C#N)=C/c1cccc([N+](=O)[O-])c1	-0.1	0.1	9	4
CCOC(=O)c1c(C)oc2ccc(N(C(=O)c3ccc(Cl)cc3)S(=O)(=O)c3ccc(Cl)cc3)cc12	0.1	0.4	10	-34
O=C1CSC(c2cccc(Cl)c2Cl)N1c1ccc(F)cc1 (stereo not given)	-0.3	1.6	-2	-6
COc1ccccc1/C=C/C(=O)Nc1nc(C)c(C)s1	-0.2	2.3	8	-71
COc1cccc(CNC(=O)c2[nH]c(C)c(C(C)=O)c2C)c1	0.0	-1.8	10	5
CCN(CC)CCCN(Cc1ccco1)C(=S)Nc1cc(Cl)ccc1C	0.0	4.5	-1	13
Cc1c2cnn(CC(=O)N(Cc3ccccc3)C(C)C)c(=O)c2c(C)n1Cc1ccccc1	-0.1	-0.3	18	-10
CCN(CC)CCCNc1ncnc(N)c1[N+](=O)[O-]	-0.1	0.2	-4	3
CCOC(=O)c1nnn(-c2ccc(C)c(C)c2)c1C(=O)OCC	-0.1	-1.1	2	-2
CCCCCn1nc(C(=O)NN)c2ccccc2c1=O	-0.1	-0.8	-8	-7
CCCN(CCC)S(=O)(=O)c1ccc(C(=O)Nc2nc3ccc(OCC)cc3s2)cc1	-0.1	-0.6	13	0

Next results follow:
Molecule	FBW7 activator	GPR151 activ	MITF primary	TEAD-YAP inh
CC(C)Oc1ccc(N2CC(C(=O)Nc3ccccn3)CC2=O)cc1 (stereo not given)	-0.1	0.1	11	0
Cc1cc(N2CCOCC2)nc2ccc(NC(=O)c3ccc4c(c3)OCO4)cc12	0.1	0.5	5	-1
COCC(=O)N1CCC(Oc2ccc(C(=O)NCCc3ccccc3)cc2)CC1	-0.1	0.5	-5	28
COc1ccc(-c2nnc(NC(=O)c3cccc([N+](=O)[O-])c3C)s2)cc1	-0.2	2.1	-3	-18
COc1cccc(CC(=O)Nc2ccc3ccccc3c2)c1	0.2	-1.7	-1	7
COc1ccc(Nc2cc(C(=O)NCCN3CCOCC3)c3ccccc3n2)c(OC)c1	-0.1	1.0	10	10
O=C1NC2=C(C(=O)OC2)C(c2ccc(Cl)c([N+](=O)[O-])c2)N1 (stereo not given)	0.0	0.1	7	3
O=C(c1nc2sccn2c1CNCC[C@@H]1C[C@@H]2C=C[C@H]1C2)N1CCCCCCC1	0.3	-0.9	16	-4
O=C(Nc1ccc(Cl)cc1)C12CC3CC(CC(O)(C3)C1)C2	0.4	0.0	18	-14
COc1ccc(/C=C2\SC(N3CCN(C)CC3)=NC2=O)cc1	0.1	-0.6	16	14
O=C(CN1N=C(c2ccccc2)CCC1=O)NCCC1=CCCCC1	-0.1	-0.7	4	-2
COc1cccc2cc(-c3nnc(NC4CCCCC4)s3)c(=O)oc12	-0.1	0.7	5	-21

The list goes on.
Molecule	FBW7 activator	GPR151 activ	MITF primary	TEAD-YAP inh
COc1ccc(OCC(=O)N/N=C(\CCC(=O)O)c2cccs2)cc1	0.1	-0.8	8	7
Cc1ccc(N2C3=C(C(=O)CC(C)(C)C3)C(c3cn(C)nc3C)C3=C2CC(C)(C)CC3=O)cc1	0.0	-0.7	-5	2
C/C(=C/C(=O)C(F)(F)F)N1CCN(Cc2ccccc2)CC1	0.0	1.3	20	1
NC(=O)C1CCN(S(=O)(=O)c2ccc(S(N)(=O)=O)cc2)CC1	0.1	-0.1	6	-2
N#CCC(=O)Nc1ccc(C(=O)NNC(=S)NC2CCCCC2)cc1	0.0	-1.7	-2	0
CN1CC(=Nc2nonc2N)N(C)C1=O	0.2	-0.3	8	2
COc1cccc(C2C(C(=O)OCCc3ccccc3)=C(C)NC3=C2C(=O)CCC3)c1OC (stereo not given)	0.5	0.2	16	2
Nc1cc(=O)[nH]c(SCC(=O)Nc2c(Cl)cccc2Cl)n1	0.0	0.5	9	4
COCCn1c(SCC(=O)c2[nH]c(C)c(C(C)=O)c2C)nc2ccccc2c1=O	0.3	-0.4	6	7
O=C(CN1C(=O)CC(c2ccccc2)Sc2ccccc21)Nc1cccc([N+](=O)[O-])c1 (stereo not given)	0.8	-0.8	8	4
CC(Oc1cccc(Cl)c1)c1nc(-c2cccnc2)no1 (stereo not given)	0.5	4.7	13	1
CCOCCOC(=O)C1=C(C)NC2=C(C(=O)CC(C)(C)C2)C1c1cc(OC)c(OC)cc1Br (stereo not given)	0.8	-0.9	2	4

Additional structures
Molecule	FBW7 activator	GPR151 activ	MITF primary	TEAD-YAP inh
CC1(c2cccc(Br)c2)CC(C)(C)N(C(=O)c2ccccc2)c2ccccc21 (stereo not given)	0.0	1.2	18	-7
CCN(CC)CCCN1CC(O)=C(c2nc3ccccc3s2)C1=N	-0.1	0.2	-3	-7
CC(C)n1cnc2c(N)nc(Nc3ccc(-n4ccnc4)cc3)nc21	0.0	-1.7	11	-1
O=c1cc(-c2ccc3c(c2)OCCCCO3)oc2ccc([N+](=O)[O-])cc12	0.0	0.3	-1	-27
COc1cc(NC(=O)c2ccnc(Cl)c2)cc(OC)c1OC	0.1	-0.7	13	-11
Cc1ccc(C)c(N2CCN(C(=O)C34CC5CC(C3)CC(n3nnc(C)n3)(C5)C4)CC2)c1	0.6	-0.9	24	37*

Profiles from above.
CCN(CC)CCCN1CC(O)=C(c2nc3ccccc3s2)C1=N reads FBW7 activator = -0.1; GPR151 activ = 0.2; MITF primary = -3; TEAD-YAP inh = -7
CC1(c2cccc(Br)c2)CC(C)(C)N(C(=O)c2ccccc2)c2ccccc21 (stereo not given) reads FBW7 activator = 0.0; GPR151 activ = 1.2; MITF primary = 18; TEAD-YAP inh = -7
CC(C)n1cnc2c(N)nc(Nc3ccc(-n4ccnc4)cc3)nc21 reads FBW7 activator = 0.0; GPR151 activ = -1.7; MITF primary = 11; TEAD-YAP inh = -1
